# Screening data: PubChem, NCI
# All columns: NCI-60 one-dose screen, growth in % after 48 h at 10 µM unless noted; 100 = growth as untreated, 0 = no growth, -100 = all killed.
# HT29: HT29 colon cancer. 81,000 compounds, 7.4% hits. AID 1794748
# SNB-19: SNB-19 CNS cancer cells; AID 1794751; 81,000 compounds, 2.5% hits
# SW-620: SW-620 colon cancer; 82,000 compounds, 5.2% hits; AID 1794795
# HCC-2998: HCC-2998 colon cancer; 79,000 compounds, 4.7% hits; AID 1794799
# SF-539: SF-539 CNS cancer; 81,000 compounds, 6.8% hits; AID 1794752
# KM12: KM12 colon cancer cells; 82,000 compounds, 5% hits; AID 1794800
# SF-295: SF-295 CNS cancer cells. 79,000 compounds, 5.6% hits
# SF-268: SF-268 CNS cancer cells; 82,000 compounds, 3.1% hits; AID 1794759
# SNB-75: SNB-75 CNS cancer | 79,000 compounds, 5% hits | AID 1794750
# The depositor's hits bear a star; / = not tested or not shown; [ ] = dose if it differs, or a comment. Rule for the calls: active = growth percent below 10; inactive = the rest. Rows were taken by chance; any-hit rate near 11%.
SMILES	HT29	SNB-19	SW-620	HCC-2998	SF-539	KM12	SF-295	SF-268	SNB-75
O=C(Nc1ccc(Cl)cc1F)c1cc(F)ccc1O	10	23	10.0*	12	4.3*	1.0*	-56*	13	-12*
CCCNc1nnc(COc2ccc(CNC(=O)CCCC/C=C/C(C)C)cc2OC)o1	109	95	101	101	100	101	103	102	88
CCCCN1C(=O)/C(=c2\sc3n(c2=O)C2C(NN=3)N(CC)C(=O)N2CC)c2ccccc21 (configuration not stated)	0.7*	25	28	6.5*	-40*	16	2.4*	42	-18*
CO[C@H]1O[C@@H]2[C@H](C)OC(=O)CCCCC(=O)[C@@H]2CC1(OC)OC	112	104	108	113	104	120	100	114	110
O=C(c1c(F)c(F)c(F)c(F)c1F)n1ccnc1	106	/	103	114	100	104	98	/	163
NCC(=O)NC(CO)C(=O)O (configuration not stated)	103	/	100	107	99	107	94	106	85
N#Cc1c(-c2ccco2)nc(N2N=C(c3ccccc3)CC2c2ccccc2)[nH]c1=O (configuration not stated)	106	104	109	111	92	99	98	93	86
NNCc1ccccc1Cl	105	108	103	108	106	100	115	100	87
CCCCCCCCCCCCCCCCCCOc1ccccc1CC(=O)NCCN(C)C	63	82	79	74	93	77	74	58	81
CC1CC(C)c2ccccc21 (configuration not stated)	113	102	102	/	100	100	105	100	101
CC1(C)CC[C@]23CC[C@]4(C)[C@H](CC[C@@H]5[C@@]6(C)CCC(=O)NC(C)(C)[C@@H]6CC[C@]54C)[C@H]2[C@H]1OC3=O	109	90	103	105	95	105	106	102	73
O=C(N/N=C1\c2ccccc2-c2cccc(C(=O)O)c21)c1ccccc1	105	99	86	102	91	99	100	97	94
O=C(/C=C/C=C/c1ccccc1)c1ccco1	85	92	62	114	106	87	112	92	83
N=C(N)SCCCCCCCCCSC(=N)N	74	116	89	79	84	79	91	91	71
O=c1ccc2cc(Cl)ccc2o1	98	103	111	95	102	97	103	96	100
COc1ccc2[nH]c(O)c(C(=Nc3ccc(N(C)C(=O)CN4CCN(C)CC4)cc3)c3ccccc3)c2c1	18	58	17	34	-39*	18	48	31	-5.9*
O=C1CCc2ccc(OCc3cn(Cc4ccccc4Cn4cc(COc5ccc6c(c5)NC(=O)CC6)nn4)nn3)cc2N1	116	97	106	128	90	101	129	112	100
CCCCN(CCCC)CC(CN(CCCC)CCCC)OC(=O)Nc1ccccc1	24	88	52	57	90	69	77	79	78
CC(=O)N1N=C(c2cccc(Nc3ccncc3)c2)CC1c1ccc2c(c1)OCO2 (configuration not stated)	33	95	86	94	78	88	90	92	80
O=c1[nH]c(=S)n2c(c1-c1ccccc1)OC(CBr)C2 (configuration not stated)	102	109	101	113	97	99	106	100	92
O=c1[nH]c(Cc2nc(-c3ccc(Cl)cc3)cs2)nc2c(-c3nc4ccccc4s3)c(S)sc12	107	90	106	109	103	95	99	99	94
O=C1CC2(CCCCC2)Oc2ncccc21	108	97	105	107	98	104	102	108	110
COC(=O)c1nc(=S)[nH]c(C(=O)OC)c1C(=O)c1ccc(OC)cc1	106	101	105	118	99	103	100	112	101
COC(=O)c1n[nH]c2ccc3nc(-c4cn[nH]c4C(F)(F)F)c4c(c3c12)CCCC4	26	69	28	16	27	27	49	55	29
O=C1NC(c2ccc(Cl)c(Cl)c2)=C/C1=C/c1ccc([N+](=O)[O-])cc1	103	95	101	104	95	101	107	95	95
Nc1nn2c(-c3cc4cc(Br)ccc4oc3=O)ccnc2c1N=Nc1ccc(C(=O)O)cc1	124	100	116	120	103	95	100	104	149
COc1ccc2ccccc2c1/C=C(\C#N)C(=O)N1c2ccccc2Sc2ccc(SC)cc21	111	97	102	119	96	103	104	93	/
CCOC(=O)C(C(=O)OCC)c1ccc(Cl)cc1	120	109	106	/	127	105	104	100	105
Cc1ccc(C(=O)/C=C/c2cc3ccccc3n3nnnc23)cc1	106	98	108	112	109	107	102	103	99
NC(=O)SCC(N)C(=O)O (configuration not stated)	115	89	104	149	89	116	95	124	97
NC(=O)N/C=C1\CCCOC1=O	102	96	97	/	101	100	146	98	92
NCC[C@@H](N)C[C@H]1O[C@@H](n2cnc3c(N)ncnc32)[C@H](O)[C@@H]1O	100	99	106	100	99	102	99	101	95
O=[N+]([O-])c1cccc(-c2nnc(CSc3nnc(-c4ccc(Cl)cc4)o3)o2)c1	106	101	103	106	101	102	103	95	93
CCCCOc1ccc(/C=N/Nc2cc(C)nc3ccc(Br)cc23)cc1	-19*	51	-71*	-54*	-79*	-4.1*	-80*	88	107
NC(N)=NN=C1c2ccccc2-c2ccccc21	112	114	97	101	104	101	109	/	80
C(=C/c1cnnc2ccccc12)/c1ccccc1	83	86	102	95	121	79	89	96	68
COc1ccc2cc(-c3ccnc4c(N=Nc5ccc(C)cc5)c(N)nn34)ccc2c1	112	98	104	103	96	105	104	96	101
O=C(Nc1ccc(-c2nc3ccccc3s2)cc1N1CCCCC1)c1ccccn1	108	101	100	102	96	100	104	103	90
COc1cc(/C=C2\C(=O)OC[C@@H]2Cc2ccc3c(c2)OCO3)ccc1O	97	107	111	/	91	91	95	87	82
Cc1cccc(NNC(=S)Nc2ccccc2)c1	107	102	103	103	107	109	/	110	84
O=C1c2ccccc2Cc2cccc(Cl)c21	88	100	112	81	98	106	91	93	117
COc1cc(-c2nn(-c3cccc(NC(=O)CCN4CCN(c5ccccc5)CC4)c3)cc2-c2ccncc2)ccc1Cl	5.0*	36	25	28	30	13	13	30	37
CCCCC1(C=O)NC(=O)NC1=O (configuration not stated)	90	108	112	96	98	97	110	103	84
COC(=O)c1cc(C(=O)C(C)(C)C)n2c1ccc1c3ccccc3ccc12	99	105	103	105	93	94	95	114	101
NCCNC(=O)Cc1cccc2ccccc12	96	104	103	104	104	103	102	112	101
COc1ccc(C2Nc3n[nH]c(-c4ccccc4)c3C(=O)CS2)cc1 (configuration not stated)	105	97	104	105	/	93	94	114	86
COc1cc(Br)c(CC(=O)O)cc1OC	114	106	102	100	100	107	104	116	105
CCC(=O)Nc1nccs1	101	103	101	95	111	105	108	115	74
C=CCOC(CN(CCCC)CCCC)CN(CCCC)CCCC	41	96	81	98	103	98	92	102	71
COC(=O)[C@H](Cc1ccccc1)NC(=O)[C@@H](OC)[C@@H]1Cc2cc3cc(OC4CC(OC5CC(O)C(O)C(C)O5)C(O)C(C)O4)c(C)c(O)c3c(O)c2C(=O)[C@H]1OC1CC(OC2CC(OC3CC(C)(O)C(O)C(C)O3)C(O)C(C)O2)C(O)C(C)O1 (some centres not stated)	4.2*	4.8*	6.8*	-45*	-36*	-5.4*	-9.5*	-2.0*	-87*

# Fetched by compound from above:
SMILES	HT29	SNB-19	SW-620	HCC-2998	SF-539	KM12	SF-295	SF-268	SNB-75
CC(=O)N1N=C(c2cccc(Nc3ccncc3)c2)CC1c1ccc2c(c1)OCO2 (configuration not stated)	33	95	86	94	78	88	90	92	80
COc1ccc2ccccc2c1/C=C(\C#N)C(=O)N1c2ccccc2Sc2ccc(SC)cc21	111	97	102	119	96	103	104	93	/

# Going on with the list:
SMILES	HT29	SNB-19	SW-620	HCC-2998	SF-539	KM12	SF-295	SF-268	SNB-75
COc1ccc(OC)c2c1nnc1c3ncccc3c(C#N)n12	92	101	86	99	97	101	120	104	89
CC(C)(C)OC(=O)NOC(=O)C(C)(C)C	111	106	111	98	106	109	/	116	101
NS(=O)(=O)c1ccc(C(=O)N/N=C/c2ccccc2O)cc1	67	63	69	62	58	68	80	41	76
C/C(=N/O)c1cc(Br)c2cccc3c2c1CC3	104	111	104	96	102	103	109	97	74
COc1ccc2cc(C(C)c3nnc(N)o3)ccc2c1 (configuration not stated)	77	104	83	/	94	99	116	94	90
COc1cc(C2CC(c3cccc(Br)c3)=NN2)cc(OC)c1OC (configuration not stated)	113	87	105	98	105	85	111	115	95
Cn1cnc2nc[nH]c2c1=O	106	105	106	109	110	104	105	101	100
CC1(C)CC[C@]2(C(=O)O)CC[C@]3(C)[C@H](CC[C@@H]4[C@@]5(C)CCC(=O)C(C)(C)[C@@H]5CC[C@]43C)[C@H]2[C@H]1OC(=O)C(F)(F)F	-38*[100 µM]	-78*[100 µM]	-65*[100 µM]	-94*[100 µM]	-86*[100 µM]	-76*[100 µM]	-62*[100 µM]	-92*[100 µM]	-37*[100 µM]
[BH3-][NH2+][BH2-][NH2+][BH2-][NH3+]	104	103	104	98	110	103	90	96	98
C=C1CC[C@H]2[C@@H]([C@H]3[C@@H](C)CC[C@@H]13)C2(C)C	100	104	106	101	98	110	91	98	102
Nc1cccc(C(=O)Nc2ccc3c(O)c(N=Nc4ccc(N=Nc5ccc(S(=O)(=O)O)cc5)cc4)c(S(=O)(=O)O)cc3c2)c1	99	106	107	114	100	108	103	101	88
COc1cc(C(NS(=O)(=O)c2ccc(C)cc2)c2nnc(-c3ccccc3)o2)cc(OC)c1OC (configuration not stated)	112	100	104	110	107	101	100	91	104
Cc1nc(N)nc(Cl)c1CCC1OCCO1	116	107	110	100	107	117	117	117	91
CC(=O)C(N=Nc1ccc(Cl)cc1[N+](=O)[O-])C(=O)Nc1ccccc1Cl (configuration not stated)	101	104	109	107	97	113	95	114	80
COc1cccc(Cn2cc(C(=O)Nc3cccnc3Nc3cc(OC)c(OC)c(OC)c3)nn2)c1	109	109	105	87	101	97	103	94	104
CCCOc1ccc(C)cc1	104	102	99	114	101	105	97	103	93
CC(C)CNc1nc(-c2ccc(Cl)cc2)n2ncc(C#N)c2n1	83	104	109	98	99	102	104	101	89
O=C(CCCn1c(=O)c2sc3ccccc3c2n2nnc(-c3ccccc3)c12)NCCc1cnc[nH]1	-94*	-12*	-11*	-43*	-83*	-7.9*	8.4*	-1.0*	28
FC(F)(F)c1nn(-c2ccccc2)c2c1-c1cc3c(cc1CO2)OCO3	109	102	107	114	100	104	106	103	103
O=CN(Cc1ccccc1)Cc1ccccc1	100	107	103	109	103	99	111	100	98
CCCCN(CCCC)CCCN	97	104	107	99	/	102	103	98	82
CCC(C)NC(=O)c1ccc(Cl)cc1Cl (configuration not stated)	106	107	109	108	91	109	90	105	94
COC1OC(C(O)C(O)CO)C(O)C(O)C1O (configuration not stated)	100	105	105	107	98	106	100	103	96
C[C@@H]1O[C@H](/C=C\c2ccc(Br)cc2)[C@@H](O)[C@H]1O	105	98	119	106	101	104	98	107	103
O=C1COCCN1c1ccc(Nc2nc(Cl)nc(NCCNc3nc(Cl)nc(Nc4ccc(N5CCOCC5=O)cc4)n3)n2)cc1	94	107	103	90	94	98	98	97	109
COc1cc(Br)c(C(Br)C#N)cc1OC (configuration not stated)	109	105	95	100	103	110	106	99	/
CCCc1ccc(S(=O)(=O)N[C@H]2CC[C@H]3[C@@H]4CCc5cc(O)ccc5[C@H]4CC[C@]23C)cc1	56	89	73	84	85	50	/	54	63
CCCCn1c(=O)c(/C=C/C(=O)/C=C(/C=C/c2cc3cc(Cl)ccc3n(CCCC)c2=O)OB(F)F)cc2cc(Cl)ccc21	108	108	102	109	108	107	103	104	88
CCC(CC)(Cc1ccccc1)C(=O)O	110	104	107	105	105	102	100	101	103
CCOC(=O)/C(C)=N\NC(N)=S	98	97	102	94	106	103	111	101	85
CC12CCC3C(C(O)CC4=CC(=O)CCC43C)C1CCC(=O)O2 (configuration not stated)	109	/	106	108	124	109	118	94	107
CCOC(=O)/C=C/c1cccc2c1C(=O)NC(C)(c1cc3cc(Br)ccc3oc1=O)N2 (configuration not stated)	44	49	61	69	74	41	37	50	38
COc1cc(/C=C(\C#N)c2ccc([N+](=O)[O-])cc2)ccc1O	105	98	105	/	96	90	96	93	89
O=C(O)C1C=CCC(C(=O)O)C1 (configuration not stated)	105	106	103	108	102	108	110	108	100
COC(=O)[C@]1(CCSC)N[C@H](c2cn(-c3ccccc3)nc2C)[C@@H]2C(=O)N(c3ccc(C)cc3)C(=O)[C@@H]21	100	98	106	96	/	104	97	98	93
Cn1cnc2c(ncn2C2CC(O)C(CO)O2)c1=N (configuration not stated)	104	102	115	97	99	114	115	108	74
O=C(CNC(=O)c1ccccc1)OC(C(=O)O)c1ccc(F)cc1 (configuration not stated)	107	104	110	103	105	102	100	105	102
c1ccc2c(c1)NC1(CCSCC1)n1nccc1-2	98	104	101	111	98	101	104	98	74
Cc1cc(=O)oc2cc(Oc3nc(Br)cn4c(Br)cnc34)ccc12	100	75	116	105	47	79	100	57	-2.1*

# Entries of single compounds from above. Order of values: HT29 | SNB-19 | SW-620 | HCC-2998 | SF-539 | KM12 | SF-295 | SF-268 | SNB-75
# Entry for c1ccc2c(c1)NC1(CCSCC1)n1nccc1-2 = 98 | 104 | 101 | 111 | 98 | 101 | 104 | 98 | 74
# Entry for O=C(CNC(=O)c1ccccc1)OC(C(=O)O)c1ccc(F)cc1 (configuration not stated) = 107 | 104 | 110 | 103 | 105 | 102 | 100 | 105 | 102
# Entry for CCOC(=O)/C(C)=N\NC(N)=S = 98 | 97 | 102 | 94 | 106 | 103 | 111 | 101 | 85
# Entry for Cc1cc(=O)oc2cc(Oc3nc(Br)cn4c(Br)cnc34)ccc12 = 100 | 75 | 116 | 105 | 47 | 79 | 100 | 57 | -2.1*
# Entry for Cn1cnc2c(ncn2C2CC(O)C(CO)O2)c1=N (configuration not stated) = 104 | 102 | 115 | 97 | 99 | 114 | 115 | 108 | 74

# Some values from the entries so far.
# SF-268 result of CCOC(=O)/C=C/c1cccc2c1C(=O)NC(C)(c1cc3cc(Br)ccc3oc1=O)N2 (configuration not stated) is entered as 50
# KM12 result of COC(=O)[C@]1(CCSC)N[C@H](c2cn(-c3ccccc3)nc2C)[C@@H]2C(=O)N(c3ccc(C)cc3)C(=O)[C@@H]21 is entered as 104
# HT29 result of COc1cc(/C=C(\C#N)c2ccc([N+](=O)[O-])cc2)ccc1O is entered as 105
